SSB-PriA inh: inhibitors of Klebsiella pneumoniae PriA binding to SSB C-terminal tail. inhibition, % at 33 µM. AID 1272365. actives 0.6% (n = 430,000). AlphaScreen SSBct-PriA binding, biotinylated peptide; in the data active means inhibition mostly above about 37%, no sharp cut-off; inactive means mostly below about 20%;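 further: plate controls were negative control peptide for no effect and reference peptide for full effect; strong numbers were not always called active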
* marks the source's active call; other numbers are inactive results; & = joins results of further samples. An excerpt; count on the stated rates, not on these rows.

SMILES	SSB-PriA inh
Cc1c(NC(=O)c2cc3cc([N+](=O)[O-])ccc3oc2=O)c(=O)n(-c2ccccc2)n1C	-1
O=C(COc1cccc(C(F)(F)F)c1)Nc1ccccc1-c1cn2ccsc2n1	-2
O=C(c1ccsc1)c1ccc(CNS(=O)(=O)C2CC2)s1	-6
O=C(c1ccco1)N1CCN(C(=O)C2CCN(c3ncnc4c3oc3ccccc34)CC2)CC1	-2
O=c1ccc(-c2ccc(F)cc2)nn1Cc1cccc(C(F)(F)F)c1	-18
O=c1c2nc(N3CCOCC3)sc2c(-c2ccccc2)nn1Cc1ccc(Cl)cc1	-5
COC(=O)/C=C1\S/C(=N/Nc2nc(C)cc(C)n2)N(c2ccccc2)C1=O	-11
CCOc1ccc(N=Cc2ccc(N(CC)CC)cc2O)cc1	6
O=C1OC(c2cccs2)=N/C1=C\c1ccc(-c2cccc(C(F)(F)F)c2)o1	56
Fc1cccc(F)c1C=NNc1ccccn1	1
COCCn1c(=NC(=O)CN2C(=O)c3ccccc3C2=O)sc2cc(S(C)(=O)=O)ccc21	-12
COc1cc2c(cc1OC)CN(S(=O)(=O)CCCNC(=O)c1ccco1)CC2	-6
CN(C)c1ccnc(CNC(=O)Nc2cccc(C(F)(F)F)c2)n1	-11
CSC(N)=NN=Cc1ccc([N+](=O)[O-])cc1	-5
Cn1nc2c(c1NC(=O)C1CCCN(S(=O)(=O)c3ccccc3)C1)CCC2 (configuration not stated)	5
COc1ccc(-c2cc3c(=O)n(CC(=O)NCc4ccccc4)ccn3n2)cc1OC	6
Cc1ccc2nc(NC(=O)c3ccc(Cl)cc3Cl)sc2c1	-5
CN(CC(=O)N1CCC[C@H](Cc2nc(-c3ccccc3F)no2)C1)S(C)(=O)=O	-14
COc1ccccc1CCNC(=O)C(C)n1nc(C)ccc1=O (configuration not stated)	-6
Cc1ccc(N2CC(CNC(=O)c3ccccc3Cl)OC2=O)cc1 (configuration not stated)	-10
CCOC(=O)c1ccc(NC(=O)CSc2nnc(-c3cccs3)o2)cc1	-26
CN(C)S(=O)(=O)N1CCc2nc(NC(=O)NCc3cccs3)sc2C1	-2
Cc1ccn2c(C(=O)NN=Cc3ccc4c(c3)OCO4)c(C)nc2c1	-7
O=c1[nH]c(=S)[nH]c(O)c1N=Nc1ccccc1Cl	3
O=C(Nc1ccccc1C(F)(F)F)C1CCN(c2ccc(-n3cncn3)nn2)CC1	-5
O=C(NCC1(c2ccc(F)cc2)CCOCC1)c1cc(C2CC2)on1	-8
CCC(=O)N1CCCc2cc(NS(=O)(=O)c3ccccc3Cl)ccc21	-5
O=C(Cc1ccsc1)NCCc1ccoc1	-12
COc1ccc(/C=C/C(=O)Nc2ccccc2C(C)C)cc1OC	-12
O=C(Cc1cn(Cc2ccc(Cl)cc2)c2ccccc12)NCc1cccnc1	-25
Cc1ccc(NC(=O)C(=O)NCCSc2ncc(-c3ccccc3)[nH]2)cc1Cl	-10
Cc1ccc(C2C(=C(O)c3ccccc3)C(=O)C(=O)N2CCN2CCOCC2)o1 (configuration not stated)	-15
O=C(NCc1cc(-c2ccc(F)cc2)on1)c1cc(C(F)(F)F)cc(C(F)(F)F)c1	-8
CCOc1nn(CC)cc1C(=O)NCCc1ccc(S(N)(=O)=O)cc1	-10
COc1ccc(-c2ccc(N3CCN(S(C)(=O)=O)CC3)nn2)cc1OC	-3
COc1ccc(-c2ccc(/C=C/C(=O)O)o2)cc1	-2
Cc1ccccc1-c1noc(C[C@H]2CCCN(C(=O)Cn3cccc3)C2)n1	9
O=C(O)c1cn[nH]n1	-2
CCOC(=O)C(=NNc1ccc(Br)cc1)N1CC(C)OC(C)C1 (configuration not stated)	6
O=C(NCc1ccc(Br)cc1)c1csc(C(=O)N2CCCC2)n1	-30
CC(C)(C)Sc1ccc(C=NO)cc1[N+](=O)[O-]	8
COc1ccc(OC)c(COCC(O)CN2CCN(c3cccc(C(F)(F)F)c3)CC2)c1 (configuration not stated)	6
COc1ccc(NC(=O)CC2CCCCN2S(=O)(=O)c2ccccc2)cc1Cl (configuration not stated)	19
CCOc1ccc(-c2c(C(=O)NN=Cc3cccc(Br)c3)nnn2-c2nonc2N)cc1	-19
CC(=O)N1CCc2ccc(NC(=O)c3ccccc3C(F)(F)F)cc2C1	3

Fetched one by one from the list above:
SMILES	SSB-PriA inh
COc1ccc(OC)c(COCC(O)CN2CCN(c3cccc(C(F)(F)F)c3)CC2)c1 (configuration not stated)	6
O=C(O)c1cn[nH]n1	-2
O=C(NCc1cc(-c2ccc(F)cc2)on1)c1cc(C(F)(F)F)cc(C(F)(F)F)c1	-8
CC(C)(C)Sc1ccc(C=NO)cc1[N+](=O)[O-]	8

The list continues.
SMILES	SSB-PriA inh
CCOC(=O)c1cn[nH]c1S(=O)(=O)Nc1cccc(CC)c1	-9
CC(C)N1CCC(CNC(=O)COc2ccc(Cl)cc2Cl)CC1	-1
Cc1ccc(C(=O)Nc2ccccn2)cc1S(=O)(=O)N1CCCCCC1	-1
CC(=NNC(=O)c1nnn(-c2nonc2N)c1CN1CCOCC1)c1ccc(CC(C)C)cc1	-8
O=C(NCCCn1nc(-c2cccs2)ccc1=O)Nc1ccc2c(c1)OCO2	-7
COc1ccccc1-c1cc(C(=O)N2CC(N3C(=O)C4CC=CCC4C3=O)C2)[nH]n1 (configuration not stated)	2
Cc1cccc(CS(=O)(=O)N2CC(c3nc(C4CC4)no3)C2)c1	-11
COCCn1c(=NC(=O)c2ccnn2C)sc2cccc(F)c21	-3
CC(=O)c1ccc(C(=O)Nc2ccc3c(c2)C(=O)N(C)C3=O)cc1	-24
CCOc1ccc(C)cc1S(=O)(=O)NCC(c1cccn1C)N1CCCC1 (configuration not stated)	-7
COC(=O)c1ccc(C(=O)N2CCC[C@H](c3nnc(-c4ccsc4)o3)C2)cc1	-6
Cc1nn(-c2ccccc2)c(C)c1C=NNC(=O)c1cc(-c2ccc(Cl)s2)[nH]n1	-12
CN(C)CCN(C(=O)c1ccc2ncsc2c1)c1nc2cc3c(cc2s1)OCO3	1
O=C1NCCN1C(=O)N1CCSC1c1ccc(C(F)(F)F)cc1 (configuration not stated)	-13
Cc1ccc(-c2csc(/C(C#N)=C\c3ccccc3Br)n2)cc1C	-14
O=C(NCCCOC(=O)c1ccccc1)c1ccncc1	4
O=S(=O)(CCCOc1ccc2c(c1)OCO2)NCc1ccccn1	11
O=C(CNS(=O)(=O)Cc1ccccc1F)N1CCOC(c2ccccc2)C1 (configuration not stated)	-1&1
COc1cccc2cc(C(=O)NCC3CCN(C(=O)c4cccnc4)CC3)oc12	-8
O=C1C=C(Nc2ccccc2)C(=O)N1c1ccccc1C(F)(F)F	-10
NC(=O)CC(N)=S	-4
COc1ccccc1CCNC(=O)c1nc(C)ns1	-13
Cc1nc(-c2cccc(NC(=O)C3CN(C(=O)c4cnccn4)C3)c2)cs1	-2
O=C(CSc1nc2ccccc2c2ccccc12)NCc1ccco1	-7
O=C(Cc1ccccc1)NCc1nnc(SCC(=O)Nc2ccccc2C(F)(F)F)n1-c1cccc(Cl)c1	3
C=CCNC(=O)C(=O)NCC(c1cccc2ccccc12)N(C)C (configuration not stated)	0
O=C(CSc1nnc(SCc2ccccc2)s1)NN=C/C=C/c1ccccc1[N+](=O)[O-]	14
O=[N+]([O-])c1ccc(NN=Cc2sc(N3CCOCC3)nc2-c2ccccc2)c(S(=O)(=O)Nc2ccc(Cl)cc2)c1	1
CCCOc1ccc(S(=O)(=O)Nc2ccc3c(c2)CC(=O)N3CC)cc1	19
CCc1nnc2ccc(N3CCN(C(=O)Nc4ccc(F)c(F)c4)CC3)nn12	-2
O=C(CCc1ccccc1Br)NCC(O)(c1ccccc1)C1CC1 (configuration not stated)	-14
O=C(Nc1ccc2c(c1)OCCO2)C1CCN(Cc2nc3ccccc3[nH]2)CC1	-4
Cc1ccc(Cl)c2sc(N3CCN(C)CC3)nc12	-7
O=C(Nc1ccccn1)C1CCCN(c2ccc(-c3ccc(F)cc3)nn2)C1 (configuration not stated)	-9
Cc1nc2c(sc3cccc(F)c32)c(=O)n1CC(=O)Nc1ccc(Br)cc1F	-5
CC(C)(C)C(=O)N1CCc2ncncc2C1	-1
O=S(=O)(c1cccc(C(F)(F)F)c1)N1CCCC1	-23&-11
O=C(Nc1ccccn1)c1ccc(=O)n(Cc2cccc(F)c2)n1	5
O=C(CN1CCN(c2ccc(F)cc2)C1=O)N1CCSC(c2ccccc2Cl)CC1 (configuration not stated)	-14
O=C1CC(c2cccs2)SC(N(c2ccccc2)c2ccccc2)=N1 (configuration not stated)	3
CC(=NNC(=O)CSCc1ccccc1Cl)c1cc(O)ccc1O	20
CC(=O)Nc1cccc(Nc2c(C(=O)N3CCCCCC3)cnc3nc(C)ccc23)c1	-2
COc1ccc(Cc2cnc(NC(=O)c3cccs3)s2)cc1	6
COc1cc(NC(=O)Nc2ccc(CN3CCN(C)CC3)cc2)cc(OC)c1OC	-14
COC1(CNC(=O)c2ccc3ncsc3c2)CCSC1 (configuration not stated)	-11
Cc1ccc(S(=O)(=O)N2CCc3ccc(NC(=O)C(C)(C)C)cc3C2)cc1	-8
O=C(Cn1nc(-c2ccc3c(c2)OCO3)ccc1=O)N1CCCc2ccccc21	5
CCN(C1CCCCC1)S(=O)(=O)c1ccc(OC)c(OC)c1	-24
O=C(c1ccc(-n2cccc2)cc1)N1CC(c2nc(-c3cccc(Cl)c3)no2)C1	1
Cc1nnsc1C(=O)N1CCCC(Cc2nc(C3CC3)no2)C1 (configuration not stated)	-1
CCOC(=O)c1sc(NC(=O)C2CCCN2S(C)(=O)=O)nc1-c1ccccc1 (configuration not stated)	-13&-11
COc1cc(C=NN2CCOCC2)ccc1OCc1ccc(Cl)cc1	5
CN(C)c1cccc(C(=O)NCC[C@H](O)c2ccoc2)c1	8
CC(N)Cc1ccco1 (configuration not stated)	19
COc1ccc(NC(=O)CN2CCN(c3nccn3-c3ccc(C)cc3)CC2)cc1OC	37*
Cc1nc(-c2ccccc2)sc1C(=O)Nc1ccc(-c2ccc(=O)n(C)n2)cc1	-3
COc1ccc(CN2C(=S)NC3CC2(C)Oc2ccccc23)cc1 (configuration not stated)	3
COc1ccc(-c2ccc(=O)n(CCCNS(=O)(=O)c3ccc(Cl)s3)n2)cc1	5
Oc1c(N=Nc2ccc3c(c2)OCO3)sc2ccccc12	96
O=C(NCCC(O)c1cc2ccccc2o1)C1CC=CCC1 (configuration not stated)	7
More compounds.
SMILES	SSB-PriA inh
O=C(CNC(=O)c1ccc2c(c1)OCO2)NN=C(Br)/C=C/c1ccccc1	-8
O=C(NCCn1ncc2c(N3CCCCC3)ncnc21)c1ccc(S(=O)(=O)N2CCCC2)cc1	-14
O=C(Nc1cc(-n2cccn2)ncn1)c1ccc(Cn2ccnc2)cc1	0
N#Cc1ccc2ncsc2c1	4
O=C(CSc1nccn1Cc1cccs1)Nc1cccc(Cl)c1	27
O=C(CSc1ccc(NC(=O)c2ccco2)nn1)Nc1ccccc1C(F)(F)F	-2
O=S(=O)(c1ccccc1)[C@H]1CCN(S(=O)(=O)C2CCCCC2)C1	-12
CCOC(=O)NC[C@H]1CC(=O)N(c2ccc(OCC)cc2)C1	-5
COc1ccc(Br)cc1C=NNC(=O)C[n+]1ccccc1	-2
O=C(CSc1ccc(Cl)cc1)NN=Cc1cccnc1	-1
O=C(COc1ccc(Cl)cc1)Nc1nnc(-c2ccc(Br)s2)o1	-18&-9
COC(=O)c1sccc1S(=O)(=O)Nc1ccc2c(c1)CN(C(=O)OC)CC2	-5
Cc1cc(-c2cccs2)nn1CCNC(=O)N1CCN(S(C)(=O)=O)C1=O	-3
Cc1ccccc1-c1ccc(N2CCC(C(=O)N3CCc4ccccc4C3)CC2)nn1	1
Cn1cccc1-c1noc(CNC(=O)Cc2ccc3c(c2)OCO3)n1	11

Gathered by group, the entries above containing a CF3 group
SMILES	SSB-PriA inh
O=C(COc1cccc(C(F)(F)F)c1)Nc1ccccc1-c1cn2ccsc2n1	-2
O=c1ccc(-c2ccc(F)cc2)nn1Cc1cccc(C(F)(F)F)c1	-18
O=C1OC(c2cccs2)=N/C1=C\c1ccc(-c2cccc(C(F)(F)F)c2)o1	56
CN(C)c1ccnc(CNC(=O)Nc2cccc(C(F)(F)F)c2)n1	-11
O=C(Nc1ccccc1C(F)(F)F)C1CCN(c2ccc(-n3cncn3)nn2)CC1	-5
O=C(NCc1cc(-c2ccc(F)cc2)on1)c1cc(C(F)(F)F)cc(C(F)(F)F)c1	-8
COc1ccc(OC)c(COCC(O)CN2CCN(c3cccc(C(F)(F)F)c3)CC2)c1 (configuration not stated)	6
CC(=O)N1CCc2ccc(NC(=O)c3ccccc3C(F)(F)F)cc2C1	3
O=C1NCCN1C(=O)N1CCSC1c1ccc(C(F)(F)F)cc1 (configuration not stated)	-13
O=C1C=C(Nc2ccccc2)C(=O)N1c1ccccc1C(F)(F)F	-10
O=C(Cc1ccccc1)NCc1nnc(SCC(=O)Nc2ccccc2C(F)(F)F)n1-c1cccc(Cl)c1	3
O=S(=O)(c1cccc(C(F)(F)F)c1)N1CCCC1	-23&-11
O=C(CSc1ccc(NC(=O)c2ccco2)nn1)Nc1ccccc1C(F)(F)F	-2

Further compounds follow:
SMILES	SSB-PriA inh
Cc1ccc(Cl)cc1-n1ncc2c(Nc3cccc(C)c3C)ncnc21	-13
COc1ccc(CC(=O)Nc2ccc3c(c2)CCCN3C(=O)C2CC2)cc1	-5
COCCn1c(SCc2nc(-c3ccc(C)cc3)no2)nc2c(-c3ccccc3)cn(C)c2c1=O	5
Cc1nc(C)c(C(=O)Nc2cccc(Br)c2)o1	5
CCC(O)=C1C(=O)CC(C)(C)CC1=NCCc1nc2ccccc2[nH]1	-11
O=C(CN1CCN(Cc2nc3ccccc3[nH]2)CC1)Nc1ccc(F)cc1F	-11
Cc1nnc(CNC(=O)C2CN(C(=O)c3cnccn3)C2)o1	-5
Cc1nnc(NC(=O)CSc2nccn2Cc2ccc3c(c2)OCO3)s1	-4&10
CC(O)CN1CCN(S(=O)(=O)c2ccc(C(F)(F)F)cc2)CC1 (configuration not stated)	-3
CO[C@@H](CNC(=O)CCc1ccccc1Br)c1ccsc1	-16

Source: PubChem
